High-throughput results as filed in PubChem.
OXTR ag: human OXTR agonists, primary screen, fluorescence, CHO-OTR cells, Fluo-8 calcium. Oxytocin receptor (Homo sapiens), P30559. Fluo-8 calcium fluorescence; normalized: DMSO 0%, oxytocin 100%. activation, % at 3 µM. 0.32% of 320,000 active;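 active = activation above the mean of all tested compounds plus 3 SD, cutoff set per screening run, cut at about 20% in these data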;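 note: peak over basal fluorescence ratio from a 100 s FLIPR kinetic read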
V1aR counter: agonists of human V1a receptor, primary screen, counter-screen for OXTR agonist project, fluorescence, CHO-V1R cells; Vasopressin V1a receptor (Homo sapiens), P37288; activation, % at 3 µM; Fluo-8 calcium fluorescence, agonist mode; 0% DMSO, 100% 3 nM vasopressin; 0.25% of 320,000 active;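 active = activation above the mean activation of all tested compounds plus 3 SD, per screening run, cut at about 20% in these data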;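 note: signal is peak over basal fluorescence ratio across a 100 second FLIPR read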
Target sequence (P37288 whole entry, looked up): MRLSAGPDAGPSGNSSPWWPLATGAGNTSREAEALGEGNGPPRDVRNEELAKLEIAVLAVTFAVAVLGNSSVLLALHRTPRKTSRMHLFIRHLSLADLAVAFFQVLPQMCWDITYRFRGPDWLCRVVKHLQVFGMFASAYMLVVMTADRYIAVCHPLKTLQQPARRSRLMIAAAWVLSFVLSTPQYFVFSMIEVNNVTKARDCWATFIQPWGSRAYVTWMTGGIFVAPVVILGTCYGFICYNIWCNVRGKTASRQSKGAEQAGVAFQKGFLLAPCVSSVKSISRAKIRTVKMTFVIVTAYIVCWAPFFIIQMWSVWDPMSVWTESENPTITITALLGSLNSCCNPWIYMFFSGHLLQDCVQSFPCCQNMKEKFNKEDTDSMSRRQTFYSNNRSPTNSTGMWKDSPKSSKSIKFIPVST
TAAR1 antagonist: human TAAR1 antagonists, primary screen, Fluo-8 calcium fluorescence, CHO RD-HGA16 cells | 1.5% of 360,000 active | inhibition, % at 3 µM | antagonist | AID 624466, 2012 | Trace amine-associated receptor 1 (Homo sapiens), Q96RJ0;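 active = inhibition above a per-plate cutoff, the mean inhibition of test compounds on that plate plus 3 SD, cut at about 49% in these data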;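 note: 0% = DMSO plus EC80 beta-PEA response and 100% = DMSO alone without agonist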
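System: CHO RD-HGA16 cells bearing hTAAR1. Reagent: EC80 β-phenethylamine stimulus. Schedule: seeding 17-24 h prior, 75-min 37 °C, 30-min RT dye loading. Signal: Fluo-8 intracellular calcium dye fluorescence, real-time kinetic reads. Read-out: % inhibition from peak post-agonist over basal fluorescence ratio. Benchmarks: vehicle wells and EC80 agonist wells. Replicates: n of 1.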
OXTR potentiator: human OXTR potentiators, primary screen, fluorescence, CHO-OTR cells, Fluo-8 calcium | Oxytocin receptor (Homo sapiens), P30559 | 0.061% of 320,000 active | AID 2445, 2010 | Fluo-8 calcium fluorescence, potentiator mode; 0% = oxytocin EC15, 100% = EC100 | activation, % at 3 µM;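 active = activation above that plate's cutoff, the mean activation of tested compounds plus 3 SD, cut at about 6.6% in these data, passing the limit was not always enough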;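 note: 100% uses oxytocin at 75 nM as the full agonist control; some results filed as inactive read as strong as hits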
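Dosing: Single dose, 3.0 µM nominal final compound concentration | Material: Human OTR in CHO cells | Technique: Kinetic Fluo-8 calcium fluorescence | Benchmarks: EC15 oxytocin alone as 0%, 75 nM oxytocin as 100% | Probe or stimulus: Oxytocin at about EC15, sub-maximal agonist stimulus | Incubation: Compound 6 min at room temperature before oxytocin, 100 s read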
CHO-K1 Ca ag: counter-screen for M1 agonists: effect in parental CHO-K1 cells; Fluo-8 calcium fluorescence; scaled to maximal ATP response, vehicle zero; activation, % at 3 µM; 0.48% of 360,000 active; AID 602248, 2012; in the data active = activation above about 15%;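 note: untransfected CHO-K1 host cells lacking M1 receptor as counterscreen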
GPR7 antagonist: GPR7 receptor antagonists, primary screen, cell-based, fluorescence, single concentration; AID 1861, 2009; inhibition, % at 4.4 µM; 1.1% of 290,000 active; Neuropeptides B/W receptor type 1 (Homo sapiens), P48145; GPR7-expressing cells, fluorescence antagonist assay; in the data active = inhibition above about 16%, passing the limit was not always enough;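 note: cells stimulated with the agonist NPW; 0% = agonist with vehicle and 100% = vehicle without agonist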
Target sequence (P48145 whole entry, looked up): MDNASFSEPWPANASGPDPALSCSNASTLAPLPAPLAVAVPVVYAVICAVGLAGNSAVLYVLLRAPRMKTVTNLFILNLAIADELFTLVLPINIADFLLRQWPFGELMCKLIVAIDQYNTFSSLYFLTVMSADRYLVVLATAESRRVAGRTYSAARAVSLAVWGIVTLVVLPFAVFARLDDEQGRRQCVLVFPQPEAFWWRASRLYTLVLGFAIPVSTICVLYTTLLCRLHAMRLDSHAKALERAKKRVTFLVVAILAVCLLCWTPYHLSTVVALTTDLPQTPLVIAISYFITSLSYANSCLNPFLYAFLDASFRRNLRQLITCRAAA
CHO parental Ca: ATP-evoked calcium signal inhibitors, parental CHO, primary screen, counter-screen for OX1R antagonist project, cell-based, fluorescence, Fluo-8 calcium dye. parental CHO-K1, ATP-induced calcium, Fluo-8 fluorescence. inhibition, % at 5.6 µM. AID 463079, 2010. 0.63% of 330,000 active;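 active = inhibition above that plate's mean sample inhibition plus 3 SD, cut at about 26% in these data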;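 note: 0% = ATP-challenged DMSO wells and 100% = DMSO wells without ATP; some compounds past the cut are filed as inactive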
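material = parental CHO cells | also added = ATP as calcium-mobilizing challenge | dosing = single point at 5.6 µM | detection = intracellular calcium via Fluo-8 no-wash fluorescent dye | read-out = % inhibition | benchmarks = low control ATP plus DMSO, high control DMSO only | repeats = one well per compound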
M1 PAM parental: nonselective calcium activators in parental CHO-K1 cells, primary screen, counter-screen for M1 PAM project, cell-based, Fluo-8 calcium fluorescence, full deck, 1536-well; ATP EC20; 0% at ATP EC20, 100% at ATP max; activation, % at 3 µM; 0.02% of 360,000 active;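 active = activation above the run cutoff, the mean activation of all test compounds plus 3 SD, cut at about 40% in these data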;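 note: peak over basal fluorescence ratio in a 140 s read after ATP addition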
CHO-K1 Ca antag: nonselective inhibitor or artifact in parental CHO-K1 cells; ATP-induced calcium, Fluo-8 fluorescence; inhibition, % at 3 µM; 0.6% of 360,000 active;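 active = inhibition above a per-plate cutoff, the plate's mean sample inhibition plus 3 SD, cut at about 24% in these data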;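 note: 0% = DMSO plus EC80 ATP and 100% = DMSO alone without ATP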
Active calls of the source: *; / = not tested or not shown. This is a random part of the collection. About 3.5% of those tested had a hit in this group.

Structure,OXTR ag,V1aR counter,TAAR1 antagonist,OXTR potentiator,CHO-K1 Ca ag,GPR7 antagonist,CHO parental Ca,M1 PAM parental,CHO-K1 Ca antag
COc1ccc(OC)c(C(=O)NC(CC(N)=O)c2ccc(NCCN3CCCCC3)c([N+](=O)[O-])c2)c1 (stereo unspecified),0.6,0.5,-4,1,-0.4,-7,0,0,-3
COc1ccccc1NS(=O)(=O)c1ccc(C(=O)NCC(c2cccs2)N2CCOCC2)cc1 (stereo unspecified),2.6,4.3,-2,-8,3.3,/,9,0,-12
COc1cccc(CNS(=O)(=O)c2cc(-c3cc(C)no3)ccc2C(C)C)c1,-1.1,0.3,26,-6,0.1,18,-14,16,-12
Cc1cc(S(=O)(=O)N2CCN(C(=O)c3ccco3)CC2)ccc1F,0.9,1.5,3,2,0.7,-2,-7,11,-6
CCOc1ccc(CCNC(=O)COC(=O)COc2cc(C)cc(C)c2)cc1OCC,-2.1,-0.3,-9,-4,0.0,/,-29,-3,-6
CCOC(=O)C1=C(c2ccccc2)NC(=O)NC1c1ccc(N(C)C)cc1 (stereo unspecified),-0.1,0.2,-23,-6,1.0,3,-9,25,-20
CC(/C=N/NC(=O)c1ccncc1)=C\c1ccccc1,2.2,1.5,-10,-3,2.2,6,-12,17,-23
CCc1ccc(OCC(=O)Nc2ccc(-c3cc4ccccc4oc3=O)c(OC)c2)cc1,4.5,7.4,15,-13,7.7,-7,40*,1,26*
CSc1ccc(-c2nc(O)c3cnccn23)cc1,0.3,-0.2,-13,-6,1.0,1,-2,6,-6
Cn1c(CNC(=O)c2ccco2)nnc1SCC(=O)Nc1ccc(Cl)cc1,-1.5,0.1,-6,1,1.1,/,-22,30,-9
CSCCNC(=O)c1ccc2nc(Cc3ccccc3F)oc2c1,-0.1,0.6,-28,-13,0.7,-13,0,1,-8
Cc1ccc(C2C3=C(CC(C)(C)CC3=O)Nc3onc(C)c32)cc1 (stereo unspecified),-2.1,-1.6,-8,-14,0.3,4,-20,9,-11
O=C(Nc1ccon1)c1cc2c(s1)CCCCCC2,-0.8,-0.6,0,3,-0.7,-10,-34,5,9
CCN1C(=O)C(O)(CC(=O)c2cc(C)ccc2C)c2ccccc21 (stereo unspecified),0.6,-0.1,12,-15,0.4,15,-14,11,-3
Cc1ccc(C)c(SCC(=O)NC(=O)NC2CCCC2)c1,-1.8,-1.0,-21,-2,-0.1,/,-28,13,3
Cc1ccccc1NC(=S)NCc1ccccc1,-0.9,0.3,-13,-5,0.6,-4,-3,22,-4
CC(=O)NC(C)C(=O)OCc1ccc(Cl)cc1Cl (stereo unspecified),-1.3,-0.3,15,-12,0.3,0,-6,17,-13
COc1ccc(OC)c(S(=O)(=O)Nc2ccc3c(c2)C(=O)OC3)c1,-0.2,0.5,9,-3,0.5,-6,-9,-3,-2
CCOCCn1c2ccccc2c2nc3ccccc3nc21,-1.3,-0.5,9,-10,2.0,-10,-18,-11,-4
CN1CCN(CCOc2ccc(Cl)c(Cl)c2)CC1,0.3,1.3,-8,2,2.2,1,-2,25,-10
S=C(Nc1cccc(Br)c1)N1CCn2cccc2C1c1cccnc1 (stereo unspecified),4.9,0.8,-6,-26,4.8,-6,0,9,2
Cc1cc(=O)[nH]c(N2CCN(c3ccc(Cl)cc3)CC2)n1,-0.6,0.5,-2,-4,0.6,-11,-8,3,1
CC1CCCN(C(=O)c2cc3ccccc3cc2O)C1 (stereo unspecified),-0.1,1.0,-17,-11,2.0,-7,-3,-5,0
CC(=O)c1ccc(Nc2ccc(-c3ccccc3F)nn2)cc1,-1.5,-0.5,45,-17,-0.1,-3,-12,-20,9
COc1ccc(N2CCN(C3CCCCC3NS(=O)(=O)c3ccccc3)CC2)cc1 (stereo unspecified),-1.9,-1.0,-30,-10,0.4,-5,-36,-10,-9

Copied from the list.
COc1ccc(OC)c(S(=O)(=O)Nc2ccc3c(c2)C(=O)OC3)c1 – V1aR counter = 0.5
CSCCNC(=O)c1ccc2nc(Cc3ccccc3F)oc2c1 – OXTR potentiator = -13

(list continues)
Structure,OXTR ag,V1aR counter,TAAR1 antagonist,OXTR potentiator,CHO-K1 Ca ag,GPR7 antagonist,CHO parental Ca,M1 PAM parental,CHO-K1 Ca antag
O=C(N/N=C/c1cc(Br)c(O)c(Br)c1O)c1ccc2c(c1)OCCO2,1.6,2.1,5,-7,1.8,10,-11,-10,1
O=C(CSc1nnc(Cc2cccs2)n1Cc1ccco1)Nc1cccc(Cl)c1,1.4,0.8,18,-8,2.2,21*,-12,13,-2
COc1ccc(S(=O)(=O)NCC2CCCO2)cc1Cl (stereo unspecified),0.1,1.8,-5,-4,-0.2,-12,3,13,-8
CCCn1nnnc1NCc1ccccc1Cl,0.9,0.2,-13,8,0.2,-7,-4,6,-12
CC(C)CCNC(=O)C1(C)CCN1Cc1ccc(-c2ccccn2)cc1 (stereo unspecified),/,/,-8,/,1.0,/,/,3,-9
COc1ccc(NC(=O)Nc2ccc3c(c2)CC(=O)N([C@H](C)CO)C[C@@H](C)[C@H](CN(C)C(=O)Nc2ccccc2)O3)cc1,0.5,1.0,-1,-7,1.9,/,8,24,-17
Cc1cc(OC(C)C(=O)NCc2ccccn2)c2c(C)cc(=O)oc2c1 (stereo unspecified),0.9,0.5,-12,-1,2.1,0,-14,16,-12
Cc1ccccc1NC(=S)NC(NC(=O)N(C)C)C(Cl)(Cl)Cl (stereo unspecified),0.1,0.1,7,3,1.1,0,-7,17,-11
O=C(NCCc1ccccn1)c1cncc(Br)c1,0.2,0.4,-5,-7,0.0,14,-11,20,-15
CCOc1ccc2nc3sc(C(=O)N4CCOCC4)c(N)c3cc2c1,-0.1,-0.6,-8,-3,0.5,-6,-1,5,-4
Fc1ccc2cc(-c3ccccc3)ncc2c1,-1.8,-1.3,14,0,-0.7,/,-5,-16,7
CC1CCN(C(=O)COC(=O)CCC(=O)c2ccc(F)cc2)CC1,1.2,3.0,-5,-5,2.0,/,-4,6,-8
CCOC(=O)CCc1c(C)nc(SCCN2CCCC2)c(C#N)c1C,-0.9,-0.1,4,-16,0.7,-19,-31,18,-14
COc1ccc2c(C)c(C(=O)N3CC[C@@H](N4CCC(O)CC4)[C@H](O)C3)oc2c1,-0.7,0.5,-9,3,0.1,-10,-9,4,-10
COc1ccc(S(=O)(=O)N2CCOC2CNC(=O)C(=O)NCCc2c[nH]c3ccccc23)cc1C (stereo unspecified),11,9.9,37,-6,5.4,-9,-1,24,-6
COC(=O)C1=C(C)N=C2SC(C#N)=C(N)N2C1c1ccc(OC)cc1 (stereo unspecified),-0.3,-0.8,7,-7,0.2,-12,-16,3,2
Cc1ccc(S(=O)(=O)N(C)C)cc1NC(=O)COC(=O)COc1ccc2c(c1)CCC2,4.5,10,3,-13,4.4,/,-18,-24,13
COc1ccccc1C(=O)NC(=S)/C=C1/N(C)c2ccccc2C1(C)C,-3.2,-0.8,15,3,5.1,-14,49*,16,13
O=C(OCC(=O)c1cccs1)c1ccc(NC(=O)c2ccco2)cc1,1.6,0.8,30,-2,1.3,4,-1,-6,18
CCSc1nc2ccccc2n1CCOc1ccccc1,-1.8,-1.0,3,-7,-0.2,-2,-36,9,-12
CC(C)C(=O)Nc1nnc(SCC(=O)NCc2cccs2)s1,-0.4,-0.6,5,-2,0.2,-10,-14,20,-14
CC(=O)N1CCN(S(=O)(=O)c2cccc(C(=O)NC3CCCC3)c2)CC1,0.8,0.4,13,-5,0.5,/,-15,18,-34
CCC(=O)N1N=C(c2ccc(NS(C)(=O)=O)cc2)CC1c1ccc(N(C)C)cc1 (stereo unspecified),-0.7,0.1,-12,-4,0.8,2,-4,29,-13
CN(c1cccnc1)c1ncnc2[nH]ncc12,0.3,0.6,-5,-21,1.1,-14,0,14,-7
CCOC(=O)/C(C#N)=C\c1ccc(N2CCN(C)CC2)cc1,0.4,0.3,-9,-2,0.4,0,1,7,-12
O=C(c1ccccc1)N1CC(COc2ccccc2)OC(c2cccnc2)O1 (stereo unspecified),-0.1,0.1,3,-15,0.7,-3,-27,12,3
Cc1ccc(CNC(=O)C2CCN(S(=O)(=O)N3CC(C)CC(C)C3)CC2)cc1 (stereo unspecified),0.6,1.7,-11,0,0.8,-4,-18,16,-10
COc1ccc(OC)c(C(=O)NC(CC(N)=O)c2ccc(NCc3ccccn3)c([N+](=O)[O-])c2)c1 (stereo unspecified),-0.1,0.0,12,-3,-0.1,-10,-4,1,-12
O=C(Nc1ccccc1)C1=C[C@H](c2csc3ccccc23)C[C@H](OCc2ccc(CO)cc2)O1,1.9,2.3,46,-12,9.2,19,4,4,2
O=C(Nc1ccccc1)Nc1nnc(Cc2ccc(F)cc2)s1,0.5,1.3,-23,-11,2.3,6,-2,4,-5
CC(C)(C)c1ccc(C(=O)NC(=S)Nc2nc3c(s2)CCCC3)cc1,-0.1,0.9,-1,-9,-0.2,-7,-5,-9,19
N#CCCN(C(=O)CN1CCN(S(=O)(=O)c2ccc(Cl)s2)CC1)c1ccc(F)cc1,1.9,2.5,23,-4,0.6,/,-15,1,-7
OCCN1CCN(c2cc(-c3ccc(CO)cc3)nc3ccnn23)CC1,/,/,-17,/,0.7,/,/,26,-7
CCCN1C(=S)SC(C)(C)C1/[N+]([O-])=C/c1cccnc1 (stereo unspecified),0.2,0.7,6,-3,-0.1,-4,-11,6,17
CC12CCC(C(=O)Nc3cc(Cl)ccc3Cl)(C(Br)C1=O)C2(C)C (stereo unspecified),-1.9,-1.3,-3,-4,-0.9,-9,-38,-8,13
